Bioassay records deposited in PubChem by several laboratories.
MsrA inh: bovine MsrA inhibition; purified bovine MsrA, absorbance read-out; inhibition, % at 15.5 µM; 0.75% of 360,000 active; AID 651718; in the data active = inhibition above about 4.5%;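 also: 0% = vehicle wells with enzyme and 100% = reference inhibitor wells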
TbMetRS inhib: Trypanosoma brucei MetRS inhibition; purified T. brucei MetRS, ATP depletion, Kinase-Glo luminescence; inhibition, % at 11.9 µM; 0.4% of 360,000 active;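 active = inhibition above a per-plate cutoff of the control wells' mean inhibition plus 3 SD, cut at about 5.5% in these data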;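 also: 0% = DMSO wells median and 100% = median of wells with control inhibitor compound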
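Measured by: Kinase-Glo luciferase luminescence reporting remaining unconsumed ATP. Material: purified T. brucei MetRS enzyme. Doses: 11.9 µM compound single dose, 0.9% DMSO. Medium: HEPES buffer containing pyrophosphatase, BSA, spermine, DTT. Times: 15 min preincubation, 2 h reaction, all 25 °C. Reagent: methionine, ATP and bulk E. coli tRNA.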
Scp-1 inhibitor: blocks human Scp-1 phosphatase activity; Q9GZU7; Recombinant Scp1, phosphopeptide, malachite green phosphate absorbance; inhibition, % at 20 µM; 0.88% of 340,000 active;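 active = inhibition above about 50% at 20 µM, limit read from the data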;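 also: plate controls were DMSO wells with enzyme for no effect and wells lacking enzyme for full effect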
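Assay system: SCP-1 catalytic fragment, aa 76-261 | Buffer or medium: Tris acetate buffer pH 5.5 with MgCl2 and Tween-20 | Compound: One concentration, 20 µM, with 1.0% DMSO | Also added: Phospho 17-mer peptide substrate | Signal: Absorbance at 630 nm | Incubation: 45 min enzyme reaction at room temperature | Measure: % inhibition of SCP-1 phosphate liberation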
SUMO1 PPI mod: modulators of human SUMO1-mediated protein-protein interactions | inhibition, % at 20 µM | P63165 | 0.33% of 360,000 active | AID 602429 | SUMO1 binding to a labelled peptide, TR-FRET, 1 h; in the data active = inhibition above about 37%
LMPTP inh: LMPTP (human) inhibition; P24666; inhibition, % at 20 µM; recombinant LMPTP-A, OMFP fluorogenic substrate, fluorescence intensity; AID 651560; 0.22% of 360,000 active;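 active = compounds that cut the enzyme signal by at least half of the control window in the single-dose screen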;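 also: plate controls were DMSO wells with enzyme plus substrate for no effect and substrate without enzyme for full effect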
Target sequence (P24666 whole entry, looked up): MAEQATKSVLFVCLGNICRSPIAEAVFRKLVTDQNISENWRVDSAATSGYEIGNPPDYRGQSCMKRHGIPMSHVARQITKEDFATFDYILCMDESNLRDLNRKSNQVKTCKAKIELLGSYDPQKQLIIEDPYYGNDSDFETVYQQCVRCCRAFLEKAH
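Buffer or medium: Bis-Tris pH 6.0, DTT, detergent; Assay system: LMPTP-A enzyme; Quantity: 0.625 nM enzyme; Detection: endpoint fluorescence intensity; Times: 50 min dark incubation at room temperature; Controls: substrate-only low control, DMSO enzyme-plus-substrate high control; Doses: single 20 µM dose; Read-out: percent inhibition versus substrate-only and uninhibited controls; Reagent: 400 µM OMFP.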
CendR NRP1 mod: NRP-1/CendR interaction modulation; FAM-RPARPAR peptide binding to NRP-1, fluorescence polarization; inhibition, % at 25 µM; 0.85% of 360,000 active; AID 602438;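 active = inhibition or corrected inhibition above about 18%, plus a signal ratio from 0.5 to 1.5, limit read from the data, passing the limit was not always enough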; also: strong numbers were not always called active
Target sequence (O14786 whole entry, looked up): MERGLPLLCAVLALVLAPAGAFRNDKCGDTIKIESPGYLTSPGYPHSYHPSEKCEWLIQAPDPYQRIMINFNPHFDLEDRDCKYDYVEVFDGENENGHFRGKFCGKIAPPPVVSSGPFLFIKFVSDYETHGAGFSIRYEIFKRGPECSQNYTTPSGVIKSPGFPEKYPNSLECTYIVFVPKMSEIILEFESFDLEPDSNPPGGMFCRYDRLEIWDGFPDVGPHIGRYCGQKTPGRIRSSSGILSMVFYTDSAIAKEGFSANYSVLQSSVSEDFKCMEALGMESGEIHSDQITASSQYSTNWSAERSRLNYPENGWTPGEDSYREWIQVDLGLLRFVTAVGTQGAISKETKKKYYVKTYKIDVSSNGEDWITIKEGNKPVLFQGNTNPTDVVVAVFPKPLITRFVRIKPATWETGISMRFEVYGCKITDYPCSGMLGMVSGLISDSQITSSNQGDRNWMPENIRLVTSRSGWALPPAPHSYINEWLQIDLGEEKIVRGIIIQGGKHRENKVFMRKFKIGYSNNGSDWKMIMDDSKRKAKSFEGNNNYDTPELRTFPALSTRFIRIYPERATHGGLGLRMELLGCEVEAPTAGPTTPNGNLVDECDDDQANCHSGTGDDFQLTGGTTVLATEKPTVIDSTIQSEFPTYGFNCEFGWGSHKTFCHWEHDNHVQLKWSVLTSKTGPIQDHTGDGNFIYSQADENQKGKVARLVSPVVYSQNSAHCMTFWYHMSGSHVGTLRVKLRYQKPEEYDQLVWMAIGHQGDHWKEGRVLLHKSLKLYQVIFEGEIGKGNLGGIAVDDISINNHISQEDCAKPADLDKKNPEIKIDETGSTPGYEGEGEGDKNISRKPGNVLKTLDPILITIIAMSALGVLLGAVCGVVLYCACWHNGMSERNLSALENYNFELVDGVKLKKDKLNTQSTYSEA
E coli Lon inh: E. coli protease La inhibition; P0A9M0; purified E. coli Lon protease, fluorescence polarization; inhibition, % at 7.94 µM; 0.42% of 360,000 active; AID 602123; in the data active = inhibition above about 13%, passing the limit was not always enough;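 also: 0% = enzyme with probe and DMSO and 100% = no enzyme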
STEP block: blocks human striatal-enriched tyrosine phosphatase. P54829. recombinant STEP, OMFP fluorogenic substrate, fluorescence. inhibition, % at 20 µM. 0.25% of 360,000 active;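 active = inhibition at 20 µM, scaled per plate between control wells, above about 37%, limit read from the data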;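 also: 0% = DMSO with enzyme and substrate and 100% = substrate only without enzyme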
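Measure: Control-normalized % inhibition with plate pattern correction | Test system: STEP phosphatase, cell-free reaction | Medium: pH 6.0 Bis-Tris with DTT and Tween 20 | Technique: Fluorescence, 480/540 nm | Times: Reaction 20 min, ambient temperature | Doses: Single compound dose of 20 µM, 1% DMSO final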
DNMT1 block: blocks human DNA methyltransferase DNMT1; P26358; AID 588458; 0.83% of 360,000 active; DNMT1 molecular beacon, Hinp1I cleavage, fluorescence; inhibition (reported as % activation of signal), % at 10 µM; in the data active = inhibition above about 50%
MsrA act: activates bovine MsrA enzyme | activation, % at 10.6 µM | purified bovine MsrA, absorbance read-out | 0.3% of 360,000 active | AID 602163; in the data active = activation above about 7.5%;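 also: 0% = vehicle and 100% = reference activator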
An asterisk follows results filed as active; nt = not tested or not shown.

Compound	MsrA inh	TbMetRS inhib	Scp-1 inhibitor	SUMO1 PPI mod	LMPTP inh	CendR NRP1 mod	E coli Lon inh	STEP block	DNMT1 block	MsrA act
C=CCNC(=O)N1CCc2[nH]c3ccc(F)cc3c2C1	-0.1	2.2	-7	1	1.6	11	13	-1	-5	1
Cc1cc(Nc2cccc(Cl)c2)nc(-c2ccccc2O)n1	1.3	0.0	-2	-38	3.5	6	0	2	-20	-2
O=C(CSc1nnc(-c2cccs2)n1-c1ccccc1)N1CCCC1	-1.2	-0.6	-6	5	-1.4	-8	-6	2	9	-2
CS(=O)(=O)N(CC(=O)NCC1CCCO1)c1ccc(F)c(Cl)c1 (centres undefined)	0.9	-0.1	1	0	-1.8	10	6	-1	-1	1
Cc1cc(C)c(NC(=O)CNC(=O)c2ccccc2SCC(=O)N2CCCC2)c(C)c1	0.7	-0.2	-5	-6	-5.8	16	0	-1	4	-4
Cc1ccc(/C=C/C(=O)O)cc1S(=O)(=O)NCC1CCCO1 (centres undefined)	0.4	0.2	-11	1	-0.1	13	-9	0	-1	2
COc1ccc(/C(O)=C/C(=O)C(=O)NNC(=O)c2ccccc2)cc1	1.9	-0.1	-8	-10	1.7	-10	-295	10	1	-3
Cc1cccc(N2C(=O)/C(=C/c3cccnc3)SC2=S)c1	-0.2	0.0	-3	-20	1.9	8	-6	3	-2	-3
N#Cc1ccccc1COc1ccc(/C=C/C(=O)O)cc1	-0.5	2.1	-7	-2	-1.3	-3	-3	3	2	0
COc1cccc(N2CC(NS(=O)(=O)c3ccc(Cl)cc3)CC2=O)c1 (centres undefined)	0.8	-0.1	-3	2	0.4	18	-6	0	0	0
COc1cc(OC)cc(-c2nnc(SCc3c(F)cccc3Cl)o2)c1	1.1	-0.6	-12	3	3.4	14	-3	-1	5	2
O=C(O)c1ccc(S(=O)(=O)c2ccc([N+](=O)[O-])cc2[N+](=O)[O-])cc1	2.6	-1.0	2	-23	-1.1	9	-12	7	24	-9
CCOC(=O)c1ccc(CNCc2ccccc2)cc1	-1.1	-0.3	-1	-4	-1.3	-15	-2	5	1	-4
Cc1ccc(C(=O)Nc2nc3ccccc3c(=O)s2)cc1	0.5	0.1	-2	-17	-0.6	-6	-10	2	9	7
COc1cc(N=C2C(=O)N3c4c(cccc42)C(C)=CC3(C)C)cc(OC)c1	0.7	0.2	-2	-13	1.2	-12	10	3	-23	-1
Cc1cc(Cl)cc(C)c1OCC(=O)N1CCN(c2ncccn2)CC1	0.9	-0.2	-1	5	0.6	5	-6	4	-1	4
CN(CCOC(=O)c1ccc2c(c1)OCO2)C(C)(C)C	-0.2	-1.4	-1	-1	-0.8	2	6	-2	7	-16
O=C(c1nc2ccccn2c1CNCCCn1ncc2ccccc21)N1CCCC1	1.1	-1.2	-8	1	-0.4	0	-5	3	1	-6
O=C1N=C(N2CCOCC2)S/C1=C1\C(=O)N(Cc2ccccc2)c2ccccc21	-0.3	-1.6	0	-7	-0.7	13	7	4	8	-12
CCCc1nc2nc(C)c(NS(=O)(=O)c3ccc(Cl)cc3)c(=O)n2[nH]1	-0.7	-0.5	-3	4	-1.4	7	10	0	0	-2
Cc1ccc(C(=O)NCC(C)NC(=O)c2ccc(C)c(C)c2)cc1C (centres undefined)	0.2	0.3	-10	7	-0.5	10	4	2	0	-2
CN(Cc1ccccc1)C(=O)CN1C(=O)NC2(CCCCCCC2)C1=O	1.1	-0.3	-5	-2	-0.8	7	-1	-2	-1	-6
COc1ccc(S(=O)(=O)NC(C)C(=O)NCc2ccccn2)cc1OC (centres undefined)	1.4	-0.2	-7	1	-1.3	0	2	2	-1	-4
Fc1cccc(NC(=S)NCc2cccnc2)c1	-0.8	0.1	-4	1	-3.6	2	6	-2	0	-4
CCN1CCN(C(=O)C2CCC(CNS(=O)(=O)c3ccccc3)CC2)CC1 (centres undefined)	-0.8	-0.4	-8	-1	-0.7	2	4	-1	-1	-2
CN(C)c1ccc(CNS(=O)(=O)c2csc(C(N)=O)c2)cc1	-0.1	-0.5	3	-2	-1.5	-3	1	0	3	-5
COc1cccc(NC(=O)CN(C)CC(=O)Nc2ccc(C)c(S(=O)(=O)N3CCOCC3)c2)c1	0.2	0.2	-5	-1	-1.2	0	0	-2	-2	-1
O=C(COC(=O)/C=C/c1ccccc1)NCc1cccs1	-0.2	-0.2	-8	-8	1.0	5	-6	1	1	-2
COc1cccc(C=Nc2cccc3c(=O)[nH][nH]c(=O)c23)c1O	1.3	0.4	-8	-7	1.3	-14	6	-1	49	-4
Cc1cccc(/C=N/n2c(-c3ccco3)n[nH]c2=S)c1	0.6	-0.3	3	3	-0.2	12	2	3	1	-1
O=C(NCCCO)/C(=C\c1ccco1)NC(=O)c1ccc(Br)o1	0.8	-0.4	-3	-7	-2.0	-9	10	-2	-1	-2
N=c1ncn(C2OC(CO)C(O)C2O)c2nc(Br)[nH]c12 (centres undefined)	0.2	0.2	nt	6	-1.0	7	-12	-4	3	-2
Cc1ccc(O)c(C(=O)c2cnc3c(c2)c(=O)n(C)c(=O)n3C)c1	0.9	-0.7	-1	-5	0.3	1	-2	2	1	-5
CC(C)CC(=O)Nc1cccc(-c2nc3ncccc3o2)c1	-0.7	-0.3	-7	-3	-1.7	15	9	1	1	-2
Oc1ccccc1-c1cnc2cccnn12	0.8	-0.2	nt	-22	-0.7	3	-1	-2	-2	-2
CCc1ccc(N(C(=O)CCC(=O)Nc2cc(C)on2)C(C(=O)NC2CCCC2)c2ccco2)cc1 (centres undefined)	0.9	-0.2	-8	5	0.1	-3	-2	1	-4	-3
CN(C)c1ccc(NC(=O)CN2CCN(c3ccc(F)cc3)CC2)cc1	1.3	-2.1	-3	-5	-0.6	2	-1	-4	-3	-1
CCOC(=O)C1=C(C)NC(=O)NC1c1ccc(OCC(N)=O)cc1 (centres undefined)	0.0	0.0	-8	1	-3.4	9	1	-2	2	1
CCNC(=O)COC(=O)c1sccc1C	0.0	-0.6	-3	0	-0.9	-2	-4	1	0	-4
Cc1ccc(S(=O)(=O)NC2CC3CCC2C3)cc1 (centres undefined)	-0.2	0.2	-7	-3	-1.5	11	-6	-2	0	-3
COc1ccccc1NS(=O)(=O)c1ccc(NC(=O)c2ccncc2)cc1	0.7	-1.1	-2	4	-2.2	-3	-1	-2	-3	-3
Cc1cccc(-n2nnnc2SC(C)C(=O)NCCC2=CCCCC2)c1 (centres undefined)	-0.1	-0.3	-3	-2	-0.6	15	-1	1	-1	-2
O=C(Cn1c(=O)n(-c2ccc(F)cc2)c(=O)c2sccc21)NC1CCCCC1	-0.7	-0.3	-2	-3	-0.9	3	-3	0	-1	-2
CN(C)C=Nc1c(Br)cc(Br)c2nonc12	0.3	-0.5	-1	-15	0.6	-59	-88	-10	-10	-2
CCCn1c(-c2cc(OC)c(OC)c(OC)c2)nc2c1c(=O)[nH]c(=O)n2Cc1ccccc1	0.2	0.2	-1	3	-1.1	-4	-3	1	1	-1
CC(=O)/C(=C/Nc1ccc(Oc2ccccc2)cc1)c1ccccc1	2.1	-0.2	-7	0	3.8	-10	-3	17	-1	-4
COc1ccc(/C=N/NC(=O)CNS(=O)(=O)c2ccccc2)cc1	-0.5	0.3	-4	-2	-0.7	10	0	-4	6	-12
O=C(Nc1cc(C(F)(F)F)cc(C(F)(F)F)c1)c1ccc(Cn2cc(C(F)(F)F)ccc2=O)cc1	-0.2	-0.3	-7	3	2.8	-1	-5	2	-6	0
COc1ccc(N2C(=O)c3ccccc3NC(=O)C2C(=O)Nc2ccc3c(c2)OCCO3)cc1 (centres undefined)	-0.9	0.4	nt	-1	-0.1	11	nt	nt	nt	nt
O=C(Nc1ccccc1-c1ccccc1)C1CCC1	0.6	-0.2	-11	1	2.0	1	-4	1	2	-4
O=C(NCCSCc1c(F)cccc1Cl)c1ccc(CN2CCOCC2)cc1	-0.8	0.2	-2	-2	-0.8	3	-4	-2	0	-4
O=C(CSc1nc2ccccc2n1S(=O)(=O)c1cccc([N+](=O)[O-])c1)NCc1cccs1	-0.6	0.5	-11	-11	-0.3	7	-1	1	2	-3
CCOC(=O)c1[nH]c2ccc(OC)cc2c1NC(=S)N1CCN(c2cccc(C)c2C)CC1	-0.1	0.3	-3	0	1.7	5	2	2	-9	-3
N=C1C(=O)NC(=O)C1c1ccccc1 (centres undefined)	-0.5	-0.2	-10	-30	-2.2	-5	2	-2	2	-1
CC(C)(C)NC(=O)C(c1ccccn1)N(C(=O)c1ccc2c(c1)OCCO2)C1CCCC1 (centres undefined)	2.9	-0.6	-7	0	0.4	8	7	-2	-8	-1
CCC(=O)N1CCc2cc(S(=O)(=O)NCCC(=O)N3CCN(c4ccccn4)CC3)ccc21	0.0	-1.0	-7	-2	-0.9	-2	3	20	3	-10
O=C(N[C@@H](Cc1ccc(O)cc1)C(=O)O)c1cccnc1	-0.1	-0.2	0	4	0.9	16	6	-1	-2	-5
COc1ccc(NC(=O)COC(=O)C23CC4CC(CC(O)(C4)C2)C3)cc1Cl	-0.2	0.1	-6	1	0.2	6	-6	-7	-1	-2
C/C(=N\O)C(C)(C)Nc1ccc(Br)cc1	1.2	-0.1	0	4	-0.3	6	5	0	0	-6
CCCNC(=O)C1(C)CCCN(C(=O)c2cc(C)nn2C(C)(C)C)C1 (centres undefined)	0.8	0.3	nt	2	-0.3	1	-6	-1	1	0
Cc1cc(C(=O)CSc2nn3c(=O)c(C(C)(C)C)nnc3s2)c(C)n1C	-0.6	-1.3	6	0	-0.7	8	9	0	2	-11

Record cards, as listed above.
COc1ccc(/C=N/NC(=O)CNS(=O)(=O)c2ccccc2)cc1 as listed: MsrA inh = -0.5; TbMetRS inhib = 0.3; Scp-1 inhibitor = -4; SUMO1 PPI mod = -2; LMPTP inh = -0.7; CendR NRP1 mod = 10; E coli Lon inh = 0; STEP block = -4; DNMT1 block = 6; MsrA act = -12
O=C(CSc1nc2ccccc2n1S(=O)(=O)c1cccc([N+](=O)[O-])c1)NCc1cccs1 as listed: MsrA inh = -0.6; TbMetRS inhib = 0.5; Scp-1 inhibitor = -11; SUMO1 PPI mod = -11; LMPTP inh = -0.3; CendR NRP1 mod = 7; E coli Lon inh = -1; STEP block = 1; DNMT1 block = 2; MsrA act = -3
